LDHA block: inhibitors of human lactate dehydrogenase A | P00338 | purified LDHA, NADH/diaphorase-resazurin fluorescence; active compounds read low | activity change, % (values are at about 110 or 230 µM) | 0.15% of 480,000 active; in the data active means activity change below about -30%; inconclusive means mostly about -25% to -30%;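 further: plate controls were DMSO wells for no effect and wells without enzyme for full effect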
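Resorufin fluorescence (ex540/em590), read at 0 and 20 min after diaphorase/resazurin addition, reports the NADH left after a 5 min room-temperature reaction of 2 nM human LDH5 with 0.06 mM NADH and 0.2 mM pyruvate.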
RGS4 inh: inhibitors of human regulator of G protein signaling 4; AID 504845; 0.039% of 390,000 active; P49798; Potency, µM (top dose mostly 114 µM), for the others: top-dose activity change, negative = inhibition, actives largely listed as inhibitors; Transcreener GDP fluorescence polarization, RGS4-accelerated GTP hydrolysis; further: potency means the concentration at half of the fitted maximal effect; on the % scale 0 is the no-effect control and ±100 the full control effect; nearly all actives have a fitted effect of over 75% in size; some results filed as inactive show a strong effect at the top dose
Target sequence (P49798 whole entry, looked up): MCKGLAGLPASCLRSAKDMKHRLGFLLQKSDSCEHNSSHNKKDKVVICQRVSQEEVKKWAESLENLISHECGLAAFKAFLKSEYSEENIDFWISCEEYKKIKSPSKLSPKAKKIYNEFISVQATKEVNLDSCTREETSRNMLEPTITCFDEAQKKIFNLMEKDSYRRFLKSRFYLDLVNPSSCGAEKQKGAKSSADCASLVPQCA
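MLSMR compounds (23 nl, pin-transferred) preincubated 10 min at room temperature with a 500nM (2x) first reagent, then RGS4 at 900nM (2x) plus Transcreener GDP mix added; fluorescence polarization (620/688 nm) read before and after 90 min at 30 °C.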
ERG-DNA inh: blocks human ERG Ets domain binding to DNA. P11308. fluorescence polarization, His-ERG Ets domain / labelled DNA. Potency, µM (top dose mostly 76.9 µM), for inactives: top-dose FP activity, negative = inhibition, hits mostly inhibitors. 0.028% of 370,000 active; active means well fitted inhibition curve with a large enough effect in the polarisation, with a control signal flat; inconclusive means small, poorly fitted or top-dose-only effect, or effect the other way, or a change in a side signal; inactive means no such curve, though single readings can be large or run the other way; the % refers to the polarisation;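 further: polarization taken with two DNA probes labelled with fluorescein and Texas red; potency means the concentration at half of the fitted maximal effect; % of control where 0% means no effect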
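His-tagged ERG Ets domain (1 uM in the protein solution; 300mM KCl, 50mM Tris-HCl, 1mM EDTA, 1mM DTT, pH 7.5) received compound, then a probe mix of 5 nM fluorescein-DNA and 100nM Texas-615-DNA. Fluorescence polarization was read for both dyes.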
12-LOX inh: inhibitors of human 12S-lipoxygenase ALOX12 | Potency, µM (titrated, usually from 108 µM), for the others: at the highest dose activity change, negative = inhibition, actives largely listed as inhibitors | 1.1% of 580,000 active | purified 12hLO, xylenol orange hydroperoxide absorbance | P18054 | AID 1671190; further: potency means the concentration at half of the fitted maximal effect; on the % scale 0 is the no-effect control and ±100 the full control effect
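Hydroperoxide product was detected by ferrous iron/xylenol orange as the 573 to 405 nm absorbance ratio. Arachidonic acid at 40 uM (final) was turned over for 30 min at room temperature by 150 nM human 12hLO, pH 7.0 Hepes buffer, after 15 min compound preincubation.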
D2 agonist: D2 dopamine receptor (human) agonism; activation, % at 2 µM; AID 485358; P14416; 0.53% of 340,000 active; HEK293 T-REx D2 cells, calcium flux agonist mode;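 active means activation over 3 SD above normal in the single-dose calcium agonist read, cut at about 30% in these data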; further: 0% is about no effect
Target sequence (P14416 whole entry, looked up): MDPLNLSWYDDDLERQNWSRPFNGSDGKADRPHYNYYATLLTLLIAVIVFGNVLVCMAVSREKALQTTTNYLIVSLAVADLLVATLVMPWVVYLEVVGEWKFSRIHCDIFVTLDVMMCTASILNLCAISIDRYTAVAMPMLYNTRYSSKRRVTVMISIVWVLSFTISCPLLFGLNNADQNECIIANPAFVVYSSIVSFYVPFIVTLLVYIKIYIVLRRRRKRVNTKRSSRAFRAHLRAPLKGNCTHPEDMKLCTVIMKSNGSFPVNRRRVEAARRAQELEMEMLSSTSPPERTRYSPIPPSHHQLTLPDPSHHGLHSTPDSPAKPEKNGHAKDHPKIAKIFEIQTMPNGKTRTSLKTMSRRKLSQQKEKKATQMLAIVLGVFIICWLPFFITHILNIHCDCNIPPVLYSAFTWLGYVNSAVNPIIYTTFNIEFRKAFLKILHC
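Agonism scored from kinetic calcium signal (1 read/sec, 180 s) following compound pin transfer, after a 10 s baseline. Cells: HEK293 Trex line expressing inducible D2 receptor coupled to calcium, dye-loaded after overnight culture at 30 C.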
Vif-APOBEC3G blk: blocks the Vif interaction with human APOBEC3G; Q9HC16; HeLa A3G-eYFP + Vif (tagged APOBEC3G with the HIV-1 protein that degrades it), YFP fluorescence, overnight; Potency, µM (top dose mostly 46.1 µM), without a hit: top-dose activity, negative = active, most hits filed as inhibitors; 0.076% of 410,000 active;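 further: potency means the concentration at half of the fitted maximal effect; on the % scale 0 is the no-effect control and ±100 the full control effect; nearly all actives have a fitted effect of over 60% in size; hits raise eYFP signal because A3G escapes Vif-driven loss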
Target sequence (Q9HC16 whole entry, looked up): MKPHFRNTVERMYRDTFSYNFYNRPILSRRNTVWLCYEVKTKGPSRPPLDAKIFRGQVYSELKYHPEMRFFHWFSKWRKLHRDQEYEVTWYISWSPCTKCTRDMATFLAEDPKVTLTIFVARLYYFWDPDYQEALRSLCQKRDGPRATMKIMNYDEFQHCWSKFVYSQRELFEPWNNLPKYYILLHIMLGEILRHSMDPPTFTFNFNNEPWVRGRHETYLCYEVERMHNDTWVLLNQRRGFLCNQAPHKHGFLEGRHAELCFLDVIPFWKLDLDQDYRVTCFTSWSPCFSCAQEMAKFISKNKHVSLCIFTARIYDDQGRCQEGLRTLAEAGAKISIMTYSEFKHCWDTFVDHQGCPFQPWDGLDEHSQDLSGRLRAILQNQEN
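Read-out is eYFP fluorescence (Ex 488/Em 500-530) from Vif-expressing HeLa A3G-eYFP cells; more signal means A3G escaped Vif-mediated degradation. Cells plated overnight, compound pinned in, incubated overnight at 37 deg C.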
Glioma ERSR ind: induces the endoplasmic reticulum stress response in human glioma cells; U87-MG GRP78 promoter luciferase reporter, 16 h; AID 602332; Potency, µM, for inactives: at the highest dose activation, hits mostly activators; 0.02% of 420,000 active; further: potency means the concentration at half of the fitted maximal effect; series mostly up to about 76 µM; % of control where 0% means no effect; nearly all actives have a fitted effect of over 35% in size
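Stably transfected U87-MG human glioma cells carrying a GRP78-based luminescent sensor were seeded at 1000 cells/well, pin-dosed with compounds and incubated 16 h. Luciferase reagent was then added, and end-point luminescence was read after 10 min at room temperature.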
D2 antagonist: antagonists of human D2 dopamine receptor | P14416 | AID 485344 | inhibition, % at 10 µM | 2% of 340,000 active | HEK293 TREx D2 cells, calcium flux, dopamine EC80; in the data active means inhibition above about 30%; further: 0% is about no effect
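In this primary screen, negative modulation is detected by tracking calcium flux after an EC80 dopamine challenge in inducible HEK293 T-REx D2 cells preexposed to test compound for 180 s.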
Vif-APOBEC3F blk: blocks the Vif interaction with APOBEC3F; 0.2% of 390,000 active; AID 602313; Potency, µM (top dose mostly 46.1 µM), for the others: at the highest dose activity, negative = active; HeLa A3F-eYFP + Vif (tagged APOBEC3F with the HIV-1 protein that degrades it), YFP fluorescence increase; further: potency means the concentration at half of the fitted maximal effect; % of control where 0% means no effect; nearly all actives have a fitted effect of over 65% in size
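HeLa cells stably expressing Vif plus C-terminally eYFP-tagged A3F were seeded, incubated overnight at 37 deg C, dosed with compound, incubated overnight again at 37 deg C. Yellow fluorescence (Ex 488/Em 500-530) reported blocked Vif-mediated A3F-eYFP degradation.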
* = called active by the depositor; ? = inconclusive; / = no result given; & = joins results of further samples; [ ] = dose if it differs, or a comment. Unless noted, the call rests on the fitted dose curve; in most records, active means well fitted curve in the direction sought with a large enough effect; inconclusive means small, poorly fitted or top-dose-only effect, or another doubt; inactive means no such curve, though single readings can be large; an effect the other way counts as inactive or inconclusive. The list is partial (hit frequency here may not be typical).

SMILES	LDHA block	RGS4 inh	ERG-DNA inh	12-LOX inh	D2 agonist	Vif-APOBEC3G blk	Glioma ERSR ind	D2 antagonist	Vif-APOBEC3F blk
Cc1ccc(Nc2sc(C(=O)c3ccc(F)cc3)c(N)c2S(=O)(=O)c2ccc(C)cc2)cc1	-11	-33%	3%	-19%	6.9	-7%	0%	/	-15%
COc1ccccc1CCC(=O)Nc1cc(S(=O)(=O)N2CCCCC2)ccc1N1CCN(C)CC1	-17	-7%	-4%	?	2.1	4%	-1%	17	6%
CC(C)n1ncc2c(C(=O)NCc3ccccc3CN(C)C)cc(C3CC3)nc21	1	-8%	1%	1%	-0.4	2%	-4%	80*	1%
CCS(=O)(=O)N1CCN(c2cc3c(cc2[N+](=O)[O-])n(C)c(=O)n3C)CC1	-9	-5%	12%	-2%	0.1	-4%	0%	-11	2%
Cn1c(SCc2cccc(Br)c2)nc2c1c(=O)[nH]c(=O)n2C	-4	18%	11%	?	0.4	0%	-1%	-9	-4%
COc1ccc(OCc2nnc(SCc3ccc(C(=O)O)cc3)o2)cc1	-7	18%	48%[activator]	-1%	1.0	0%	3%	9	-1%
O=c1c2cccc(Cl)c2nc2n1Cc1ccccc1-2	0	?	-2%	?	0.1	0%	8%	-2	8%
CCOc1ccccc1Nc1nnc(SCC(=O)Nc2cc(C)on2)s1	-3	-22%	12%	8%	1.7	0%	-2%	-10	1%
COc1ccc(C)cc1NS(=O)(=O)c1ccc2c(c1)NC(=O)C(C)S2 (stereo not given)	-1	-7%	-2%	-20%	-0.2	0%	-4%	1	0%
Cc1ccc(NC(=O)COC(=O)C2CC2)cc1S(=O)(=O)N1CCOCC1	0	-10%	0%	?	/	1%	-4%	/	3%
CC(=O)N1CCN(CC(=O)Nc2ccccc2Sc2ccc(Cl)cc2)CC1	0	-10%	1%	-23%	9.4	-1%	-2%	2	0%
CCOC(=O)N/N=C(\CCC(=O)O)c1cccs1	-2	7%	-6%	12%	-0.1	3%	8%	4	-9%
Cc1ccc(S(=O)(=O)N(C)c2ccc(OCc3cccc(C)c3)cc2)cc1	-1	14%	-7%	-13%	1.2	2%	-2%	9	?
CCOC(=O)C1CCCN(C(=O)CCNS(=O)(=O)c2cc(Br)cnc2N)C1 (stereo not given)	-1	7%	13%	-4%	-0.4	0%	-4%	-2	2%
O=S(=O)(c1cc(Cl)cc(Cl)c1O)N1CCC2(CC1)OCCO2	2	0%	15%	-12%	0.7	1%	3%	21	-10%
CC(C)(CNC(=O)c1ccccc1NS(C)(=O)=O)N1CCCCC1	-5	-9%	-5%	-3%	0.4	0%	-3%	15	-4%
O=C1c2cccnc2C(Nc2ccccc2)N1Cc1ccco1 (stereo not given)	-4	-46%	4%	-4%	0.3	5%	1%	3	-4%
COC(=O)c1nc(NC(=O)C(C)C)n[nH]1	-1	5%	/	5%	/	0%	-2%	/	1%
COC(=O)C1=CN(c2ccc(F)cc2)C=C(C(=O)OC)C1c1cccc(Br)c1	-2	2%	-6%	-10%	-0.1	3%	1%	3	-11%
Cc1c(C(=O)N(C)C)sc2c1c(=O)n(-c1ccc(Cl)c(Cl)c1)c(=O)n2CC(=O)N1CCCCC1C (stereo not given)	-1	24%	12%	-21%	-0.1	-4%	-4%	/	-3%
COc1ccccc1N(C)S(=O)(=O)c1ccc(Cl)c(C(=O)NNC(=O)c2ccccc2O)c1	3	6%	-16%	3%	1.2	0%	1%	6	2%
CCOC(=O)c1c(NC(=O)CCl)sc(C(=O)N(CC)CC)c1C	-6	0%	3%	?	-0.4	-7%	-16%	-1	1%
Cc1nnc(N(Cc2ccccc2)C(=O)c2cnccn2)s1	-3	28%	-6%	0%	/	-1%	-4%	/	6%
COc1cc(C2NC(=O)N(C)C3=C2C(=O)N(c2ccccc2)C3)ccc1O (stereo not given)	-2	-3%	-8%	0%	0.2	-1%	-3%	/	-7%
COCCN1CCN(C(=O)C2CCC(=O)N(CCc3cccc(F)c3)C2)CC1 (stereo not given)	-1	-23%	8%	22%	1.1	-1%	2%	10	4%

(further entries)
SMILES	LDHA block	RGS4 inh	ERG-DNA inh	12-LOX inh	D2 agonist	Vif-APOBEC3G blk	Glioma ERSR ind	D2 antagonist	Vif-APOBEC3F blk
C[C@]12CC[C@@H]3c4ccc(O)cc4CC[C@H]3[C@@H]1C[C@@H](O)[C@@H]2O	-3	3%	-2%	9%&0%	1.0	-6%	-2%	-14	6%
O=C(CSc1ncnc2c1oc1ccccc12)NC1CCCCC1	0&0	10%	8%	-14%&-1%	1.5	1%	-3%	-12	4%
CCCCn1cnc2c(cnn2-c2ccc(Cl)cc2)c1=O	-3	-9%	-3%	0%	0.2	-7%	1%	-18	2%
COC(=O)/C=C/c1cnc[nH]1	-2	-27%	-16%	-18%	-0.6	3%	2%	5	-1%
Cc1nn(C(C)C(=O)NCC2CCCO2)c(=O)c2c1sc1ccccc12 (stereo not given)	-2	-13%[11.4 µM]	2%	0%	0.5	4%	-4%	0	5%
CNc1nc(C)c(C#N)c(-c2ccccc2)c1C(C)=O	-3	27%	0%	-3%	-1.6	2%	-4%	18	-13%
CC1(C)CC(=O)C(C(C2=C(O)CC(C)(C)CC2=O)c2ccc(O)c([N+](=O)[O-])c2)=C(O)C1	-7	?	1%	-17%	0.2	-1%	-2%	1	-1%
CCNC(=S)N(Cc1ccco1)Cc1cc2cc(OCC)ccc2[nH]c1=O	-3	-42%	7%	-13%	-1.5	-2%	-4%	3	-3%
Cc1[nH]c2ccc(-c3nnc(SCC(=O)c4ccc(F)cc4)o3)cc2c1C	-10	1%	/	-7%	0.9	-20%	-1%	2	-25%
CCCS(=O)(=O)c1csc(C(=O)OC)c1N	1	-3%	-1%	209%[activator]	0.0	6%	0%	7	-1%
CCCC(=O)Nc1ccccc1NC(=O)CN(C)S(=O)(=O)c1ccc(C)cc1	-13	3%	6%	0%	0.3	-1%	-4%	-16	-2%
CCC(=O)c1cn(CC(=O)Nc2ccc(OC)cc2)c2ccccc12	-3	8%	-6%	-3%	-1.0	-4%	-6%	1	-2%
CC(C)=NN/C(N)=N/C(=S)Nc1ccc(C)cc1	-6	?	-17%	-16%	0.0	2%	-1%	-10	?
CCOc1c(Br)cc(CNc2ccc3c(c2)OCCO3)cc1OC	11	1%	3%	275%[activator]	-1.5	?	-12%	22	-8%
CCOC(=O)c1ccc(NS(=O)(=O)CC)cc1	3	9%	15%	0%	0.7	4%	-3%	14	6%
Brc1ccc(-c2nnc(Cc3ccccc3)o2)cc1	0	16%	8%	-26%	-0.6	3%	4%	0	3%
Cc1cccc(C(=O)NCc2nnc3c4ccccc4c(-c4ccccc4)nn23)c1	-8	-12%	-1%	-2%	-1.9	0%	-3%	6	10%
N#CC1=C(N)Oc2cc(N)ccc2C1c1ccccc1Cl (stereo not given)	-1	-6%	-1%	-14%	0.2	?	-4%	9	3%
O=C(c1ccc(-n2cncn2)c([N+](=O)[O-])c1)N1CCN(c2cccc(Cl)c2)CC1	-1	-4%	11%	-18%	-0.7	-2%	-5%	-9	4%
CC1(C)Cc2nc3oc4c(NCCCN5CCOCC5)ncnc4c3cc2CO1	-8	8%	1%	-7%	-1.0	-2%	-3%	-16	14%
c1ccc(CN2CCN(C3=Nc4cccc5cccc3c45)CC2)cc1	9	38%	4%	0%	/	0%	-4%	/	-9%
COc1ccc(Cl)cc1NC(=O)c1nnn(Cc2cccc(C(F)(F)F)c2)c1N	-4	-2%	6%	-4%	0.3	1%	-2%	/	-5%
COC(=O)[C@H](CCSC)NC(=O)Nc1ccc(C)cc1	4	10%	-1%	-7%	1.4	0%	-2%	0	2%
CS(=O)(=O)N(CC(=O)N1CCCC1)c1cc(Cl)c(Cl)cc1Cl	-3	20%	-5%	11%	0.0	0%	-3%	-6	-7%
O=C(Nc1ccc(NC(=O)c2sc3ccccc3c2Cl)cc1)c1ccco1	-10	-46%	2%	-5%	1.1	0%	-2%	-7	-4%

Additional compounds.
SMILES	LDHA block	RGS4 inh	ERG-DNA inh	12-LOX inh	D2 agonist	Vif-APOBEC3G blk	Glioma ERSR ind	D2 antagonist	Vif-APOBEC3F blk
COc1ccc2c(CNCc3ccco3)c(C(=O)O)n(Cc3ccccc3)c2c1	-2	25%	2%	-22%	0.8	0%	-4%	/	0%
CCC(=O)NCCc1nc2cc(NC(=O)Nc3ccccc3)ccc2n1C	0	2%	15%	24%	/	-1%	-9%	/	-1%
O=c1[nH]c(/C=C/c2cccc([N+](=O)[O-])c2)c([N+](=O)[O-])c(=O)[nH]1	-14	-52%	4%	-5%	-2.2	-3%	-4%	-19	-5%
COc1ccc(C(=O)N2CCC2(C)C(=O)O)cc1C(F)(F)F (stereo not given)	-1	/	/	32%[activator]	/	0%	-2%	/	/
CCOC(=O)N1CCN(C(=O)c2ccc(NS(=O)(=O)c3ccc4[nH]c(=O)[nH]c4c3)cc2)CC1	-1	-9%	-9%	-16%	0.2	-4%	-3%	13	5%
O=C(CN1C(=O)/C(=C/c2ccccc2F)Sc2ccccc21)NCC1CCCO1 (stereo not given)	-6	22%	-3%	15%	0.9	-2%	-4%	3	-13%

High-throughput results: PubChem BioAssay, National Center for Advancing Translational Sciences (NCATS)
